IDE cell activ: activators of human insulin-degrading enzyme in cells | HEK cells, FAbeta-B cleavage, fluorescence polarization; 0% vehicle, 100% cell-free pure enzyme wells | activation, % at 5.96 µM | 0.073% of 340,000 active | AID 493087;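 active means activation above the mean of all tested compounds plus 3 SD, set per screening campaign, cut at about 17% in these data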
IDE inh: cellular human IDE inhibition; AID 434962; P14735; HEK cells, FAbetaB cleavage, fluorescence polarization; 0.41% of 320,000 active; inhibition, % at 5.59 µM;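 active means percent inhibition above the average of all tested compounds plus 3 SD, set per screening campaign, cut at about 16% in these data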;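 further: IDE supplied by intact live HEK cells; FP after avidin binding of uncleaved biotin substrate so inhibition keeps polarization high; 0% = DMSO wells and 100% = 60 µM reference IDE inhibitor Ii1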
SUMO HTRF inh: SUMOylation inhibition; P63279; inhibition, % at 35 µM; HTRF SUMOylation assay, SAE1/SAE2 + UBC9, in vitro; AID 2006; 0.36% of 290,000 active; in the data active means inhibition above about 50%, passing the limit was not always enough; further: strong numbers were not always called active
Target sequence (P63279 whole entry, looked up): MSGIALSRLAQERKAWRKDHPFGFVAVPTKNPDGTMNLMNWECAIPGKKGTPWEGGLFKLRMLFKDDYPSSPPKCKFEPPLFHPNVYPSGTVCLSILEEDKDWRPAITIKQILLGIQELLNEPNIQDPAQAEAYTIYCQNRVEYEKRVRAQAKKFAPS
HCV NS3 hel inh: blocks Hepatitis C virus NS3 helicase unwinding; inhibition, % at 10.9 µM; 0.56% of 290,000 active; AID 1800; NS3 helicase DNA unwinding, Cy5 molecular beacon fluorescence;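 active means inhibition above the mean of all tested compounds plus 3 SD, set per campaign, cut at about 35% in these data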;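 further: 0% = DMSO wells and 100% = thioflavine S control wells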
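test system = hepatitis C virus NS3 helicase domain fragment enzyme | reagent = annealed dual-labelled DNA beacon duplex, ATP-started | times = 1 h at 25 °C | detection = Cy5 fluorescence, 0 and 60 min reads | read-out basis = percent inhibition from t60/t0 fluorescence ratio | control set = DMSO and thioflavine S | replication = one well per compound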
VIM-2 inhibitor: blocks Pseudomonas aeruginosa VIM-2 metallo-beta-lactamase; purified VIM-2, nitrocefin hydrolysis, epi-absorbance fluorescence; inhibition, % at 5.6 µM; 0.89% of 290,000 active; AID 1527;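 active means inhibition above the mean of all tested compounds plus 3 SD, cutoff set per screening run, cut at about 7.5% in these data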;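 further: red hydrolysis product quenches plate fluorescence so inhibitors raise well fluorescence; 0% = enzyme with DMSO and 100% = DMSO without enzyme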
pCIP destab: compounds decreasing mouse p/CIP protein stability; Q05BA5; F442A p/CIP-EGFP cells, EGFP fluorescence, 16 h; decrease of EGFP signal, % at 10 µM; 0.01% of 290,000 active; AID 1984;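 active means EGFP signal decrease of at least 30% at 10 µM or well 3 SD below plate mean, unless failing retest; inactive means the rest, including hits failing retest or dose response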; further: some compounds called inactive have numbers as strong as hits; many of its hits are not listed in these tables
IMP-1 inhibitor: inhibitors of Pseudomonas aeruginosa IMP-1 metallo-beta-lactamase; 0.45% of 290,000 active; purified IMP-1, nitrocefin hydrolysis, epi-absorbance fluorescence; AID 1556; inhibition, % at 5.6 µM;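 active means inhibition above the mean plus 3 SD of all compounds in the same screening run, cut at about 4.5% in these data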;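 further: 0% = IMP-1 with DMSO and 100% = DMSO wells lacking enzyme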
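System – purified recombinant IMP-1 beta-lactamase · Input – IMP-1 dispensed at 0.2 nM · Timing – 15 min preincubation plus 25 min reaction at 25 °C · Signal – Epi-absorbance fluorescence, 480 nm excitation, 530 nm emission · Measure – percent IMP-1 inhibition derived from blank-referenced optical density · Controls – Enzyme-plus-DMSO low control, enzyme-free DMSO high control · Replication – singlicate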
M18AAP inhibitor: PfM18AAP enzyme inhibition; recombinant PfM18AAP, H-Glu-NHMec fluorogenic cleavage; inhibition, % at 7.35 µM; 1.2% of 290,000 active; AID 1822;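 active means inhibition above the campaign mean inhibition over all tested compounds plus 3 SD, cut at about 28% in these data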;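 further: 0% = plate median of test compound wells and 100% = 2 mM ZnCl2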
DNA FID counter: counter-screen for HCV NS3 helicase inhibitors: DNA intercalator displacement; inhibition, % at 7.9 µM; DNA fluorescent intercalator displacement, fluorescence; AID 1845; 0.17% of 290,000 active; in the data active means inhibition above about 37%;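 further: 0% = vehicle and 100% = reference compound; higher means more ethidium bromide displaced from hairpin DNA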
The depositor's hits bear a star; x = not tested or not shown; & = joins results of further samples.

| structure | IDE cell activ | IDE inh | SUMO HTRF inh | HCV NS3 hel inh | VIM-2 inhibitor | pCIP destab | IMP-1 inhibitor | M18AAP inhibitor | DNA FID counter |
| --- | --- | --- | --- | --- | --- | --- | --- | --- | --- |
| CN1C2CCC1CC(OC(=O)c1c[nH]c3ccccc13)C2 (stereo not given) | 1.3&5.6 | 0.3&-3.6 | 24.8 | -5.2 | -0.2 | -14.8 | -1.1 | -6.4 | 2.4 |
| CN1CCN(c2ncccc2S(=O)(=O)N2CCCCC2)CC1 | 2.5 | 0.5 | -35.5 | 30.9 | -4.1 | -1.4 | -5.5 | 1.5 | 0.9 |
| CCOc1ccccc1CN1CCN(Cc2ccc3cccc(OC)c3n2)CC1CCO (stereo not given) | 5.3 | x | 15.1 | -17.9 | -2.0 | -1.4 | -3.0 | 2.5 | -3.1 |
| Cc1cc(NC(=O)C2COc3ccccc3O2)no1 (stereo not given) | -2.7 | 3.3 | 15.3 | -1.7 | 0.1 | -11.9 | -2.0 | -0.1 | 2.3 |
| Cc1ccccc1Nc1nc(N)nc(COc2ccc(C#N)cc2)n1 | 2.0 | -3.1 | -3.3 | 6.3 | 1.3 | 0.3 | -2.2 | -4.4 | -10.3 |
| CN1CCN(C(=S)c2cn(Cc3cccc(F)c3)c3ccccc23)CC1 | 3.3 | -0.2 | -3.4 | -33.3 | -1.0 | 3.2 | -1.0 | 0.1 | 2.0 |
| COc1ccc(NC(=O)c2cc([N+](=O)[O-])ccc2N2CCN(C)CC2)cc1 | -1.7 | 1.0 | 8.1 | -13.8 | 0.4 | -18.6 | 0.0 | 14.9 | 26.9 |
| Cc1ccc(CN(c2ccc(C(=O)NCc3ccc4c(c3)OCO4)cc2)S(C)(=O)=O)cc1 | -2.8 | 4.0 | -10.5 | -14.8 | -1.9 | -4.4 | -4.1 | 8.7 | -18.7 |
| CC1=C(C(=O)Nc2ccccc2F)C(c2cccs2)NC(=S)N1 (stereo not given) | 1.1 | 2.7 | 10.9 | 8.9 | -4.7 | -11.6 | -3.5 | 2.1 | 1.2 |
| N/C(=N\OC(=O)c1ccoc1)c1ccc(Br)cc1 | 1.5 | 9.1 | 8.4 | -5.8 | -3.1 | -4.0 | -2.8 | 1.7 | -5.1 |
| Cc1cc(C(F)(F)F)n2ncc(-c3ccccc3)c2n1 | 3.9 | 2.5 | -1.3 | 2.7 | -2.6 | 6.8 | 0.3 | -3.6 | -3.1 |
| Cc1ccc(N/C=C2\CCCCC2=O)c(C)c1 | 1.8 | -0.8 | 11.3 | 5.8 | 6.8 | -0.4 | -3.3 | 4.0 | 0.7 |
| Cc1cc(=O)oc2cc(OC(C)C(=O)Nc3ccc(N4CCOCC4)cc3)ccc12 (stereo not given) | 2.6 | 5.4 | -8.2 | 15.2 | 2.0 | 0.5 | 0.7 | -13.3 | -3.7 |
| CCOC(=O)N1CCN(S(=O)(=O)N2CCCC(C(=O)NCCc3ccccc3)C2)CC1 (stereo not given) | 7.5 | 0.1 | 0.7 | 6.0 | -0.9 | 4.7 | 2.5 | -2.1 | -55.6 |
| COCCn1c(Cc2ccccc2)nnc1SCC(=O)N1CCCCC1C (stereo not given) | -0.6 | 1.1 | 17.8 | -6.2 | -0.9 | 4.4 | -3.1 | 2.9 | -16.5 |
| O=C(CCSc1ccc(Cl)cc1)N1CCOCC1 | 5.2 | -4.5 | -1.9 | 3.4 | -3.3 | 9.3 | -2.0 | -2.0 | -4.2 |
| CCNC(=S)NNC(=O)c1cccnc1 | 7.0 | 4.8 | -2.4 | 0.0 | -2.7 | -3.1 | -2.3 | 3.1 | -3.5 |
| O=C(Nc1ncccn1)C1CCCCC1 | 3.9 | -0.3 | 9.6 | -4.6 | -6.0 | -12.9 | -0.8 | -1.4 | 1.0 |
| O=S(=O)(c1ccc(F)cc1)N(CCO)CC(O)Cn1c2ccccc2c2ccccc21 (stereo not given) | 4.2 | -0.9 | -33.3 | -14.3 | -0.3 | 19.3 | -2.8 | 5.6 | -25.8 |
| COc1ccc(CN2CCCC(C(=O)N3CCCC3)C2)cc1 (stereo not given) | 3.4 | -6.0 | 11.5 | -1.6 | 0.2 | -5.8 | 0.8 | -4.8 | 7.8 |
| CC(=O)NC1CCN(C(=O)N2CCCC2)CC1 | 2.4 | 3.6 | 10.1 | 10.1 | -3.0 | -2.6 | -3.5 | 4.6 | 1.2 |
| O=C(NC(Cc1ccccc1)C(=O)O)/C(=C\c1ccccc1)NC(=O)c1ccc(Br)o1 (stereo not given) | 7.7 | 3.5 | 41.9 | 10.4 | -0.5 | -4.1 | -2.4 | -4.2 | -51.7 |
| CC(CC1CC(C)(C)OC1=O)C(=O)Nc1ccc([N+](=O)[O-])cc1 (stereo not given) | 0.1 | 8.0 | 7.9 | 1.5 | -1.8 | -0.7 | -3.4 | 3.1 | -0.8 |
| O=C(Nc1cc2c(cc1Cl)OCCO2)c1ccco1 | 8.1 | 6.0 | 3.6 | -6.1 | 0.4 | 3.7 | 2.7 | 7.8 | -2.4 |
| COc1cccc(OCc2nnc(SCC(=O)NCc3ccco3)n2C)c1 | 1.2 | 0.8 | 8.7 | 5.1 | -2.7 | -7.1 | -4.3 | 1.9 | -11.6 |
| Cc1ccc(C)c(NC(=O)CCCCCN2C(=O)[C@@H]3Cc4ccccc4CN3C2=O)c1 | 2.5 | 3.2 | 1.0 | 6.8 | -2.0 | -16.5 | -4.7 | 3.7 | -37.0 |
| Cc1ccc(-c2nnc3n2N=C(c2ccc(Br)cc2)CS3)cc1 | 3.0 | 4.2 | 9.9 | -3.1 | -3.1 | 8.0 | -3.4 | 2.1 | -4.4 |
| O=C(COC(=O)c1ccncc1)NCCCc1ccccc1 | -1.1 | -2.0 | 4.7 | -0.8 | -2.1 | 5.3 | -3.8 | 3.2 | -4.2 |
| O=C(NCCSCc1ccco1)c1ccc(=O)[nH]c1 | 5.6 | -6.5 | 7.0 | 2.0 | 0.2 | -21.5 | -0.4 | 4.7 | -3.8 |
| CCOC(=O)c1cccc(NC(=O)CSc2nnc(COc3ccc(Cl)cc3)o2)c1 | 3.2 | -0.9 | 21.4 | 1.0 | -1.0 | -2.1 | -4.6 | -7.8 | 6.8 |
| O=C(NCN1CCc2ccccc2C1)c1ccccc1 | 11.1 | -5.7 | 7.8 | 6.9 | -2.0 | -1.5 | -2.3 | -0.1 | 5.1 |
| O=C(CCCN1C(=O)c2ccccc2C1=O)Oc1ccc(F)cc1 | -0.1 | 0.0 | -7.4 | -6.8 | 1.1 | -7.4 | -7.4 | 3.7 | -12.7 |
| CC1CCCCC1NC(=S)NC(=O)c1ccccc1Br (stereo not given) | 4.9 | -3.0 | -15.5 | -7.6 | -3.3 | -0.7 | -2.2 | -2.1 | -3.9 |
| CCCN(c1ccccc1C(=O)O)S(=O)(=O)c1ccc2c(c1)n(C)c(=O)n2C | -3.2 | 4.8 | -4.7 | -3.5 | -0.5 | -2.2 | -1.8 | 2.9 | -11.4 |
| Cc1ccccc1NC(=O)C1CCN(S(=O)(=O)c2ccc3c(c2)NC(=O)C(C)S3)CC1 (stereo not given) | -1.8 | 5.6 | 8.2 | 8.5 | -1.8 | -4.2 | -2.5 | 0.2 | -41.6 |
| CC(C)OP(=O)(c1ccccc1)c1ccccc1 | 8.9 | 4.1 | -36.8 | 1.2 | 1.0 | 2.0 | 1.8 | -6.3 | -0.9 |
| Cc1ccccc1C(=O)NCCCNC(=O)c1ccccn1 | -4.3 | 2.2 | 7.5 | 12.4 | -0.3 | 2.9 | 3.1 | -6.9 | -5.9 |
| Fc1cnc(N2CCc3ccccc32)nc1N1CCc2ccccc21 | 7.3 | 1.4 | -3.3 | 1.6 | -2.5 | -27.9 | -4.9 | 5.3 | 0.6 |
| CC(C)CCSc1nc2c(c(=O)[nH]c(=O)n2C)n1CCc1ccccc1 | -1.1 | 7.4 | -3.3 | -1.8 | -0.4 | 13.2 | -3.6 | -0.9 | -2.3 |
| CC(C)OCCCNC(=O)CN1C(=O)COc2ccc(S(=O)(=O)N3CCCCCC3)cc21 | 7.7 | 2.6 | -10.8 | 15.8 | -2.6 | -7.0 | -5.5 | 6.8 | -39.6 |
| C=CCOc1ccccc1CN1CCC(n2nccc2NC(=O)C2CC2)CC1 | 3.3 | x | 7.8 | -2.5 | -0.1 | 6.8 | -0.5 | -7.8 | 1.2 |
| Oc1c(Cl)cc(Cl)cc1CNc1ccc(Br)cn1 | 4.2 | 5.0 | 2.8 | -0.9 | -2.1 | 3.5 | 6.1* | 7.8 | 2.7 |
| CCOC(=O)c1sc(N(Cc2ccccc2)C(=O)COC(=O)c2ccccc2O)nc1C | -3.0 | -7.0 | -7.2 | -13.4 | -2.2 | 0.4 | -2.8 | 4.1 | -9.5 |
| CCOc1ccc2nc(N/C(N)=N/C(=S)Nc3ccc(C)c(C)c3)nc(C)c2c1 | 5.8 | -1.0 | 4.9 | 1.1 | -3.4 | -6.2 | -1.6 | -0.1 | -1.7 |
| C/C(=N\N1CCN(C2c3ccccc3-c3ccccc32)CC1)c1ccco1 | 5.6 | 7.0 | -12.4 | -1.7 | 0.0 | -5.1 | -1.7 | -11.6 | -5.0 |
| CCOC(=O)c1sc(=S)n(-c2cccc(C(F)(F)F)c2)c1SC | -6.4 | -2.9 | -16.1 | 4.8 | -2.3 | -1.6 | -1.4 | 2.3 | -0.5 |
| CCOC(=O)N1CCN(C(=O)c2c[nH]c3ccc(S(=O)(=O)N(C)c4cccc(C)c4)cc3c2=O)CC1 | -1.2 | -1.1 | -1.5 | 8.6 | 0.1 | -3.9 | 0.2 | -5.9 | -45.3 |
| CCOc1cccc(NC(=O)c2cccc(F)c2)c1 | 5.7 | 6.7 | 14.9 | -9.7 | 0.3 | -1.5 | -1.7 | -12.8 | -1.2 |
| COC(=O)c1sc(NC(=O)c2ccc([N+](=O)[O-])o2)c(C#N)c1C | 6.7 | -2.4 | -25.3 | -4.5 | -1.6 | -15.7 | -2.1 | 15.4 | -1.7 |
| COC(=O)c1cccc(Cn2nc(C)c([N+](=O)[O-])c2C)c1 | 3.7 | 1.7 | 2.5 | -9.1 | 2.4 | -1.5 | -1.6 | -8.5 | -5.0 |
| CC(C)C(=O)NC(=S)Nc1ccc(S(=O)(=O)NC2CCCCC2)cc1 | -1.3 | -2.6 | -4.1 | 9.3 | 0.6 | -11.8 | 1.7 | -15.4 | -24.9 |
| CCc1nnc(NS(=O)(=O)c2ccc(NCc3cc(Cl)cc(Cl)c3O)cc2)s1 | -2.2 | 4.5 | 2.1 | 25.2 | 0.0 | -1.8 | -5.3 | 2.5 | -39.4 |
| COc1cc(NS(=O)(=O)c2ccc(NC(=O)C34CC5CC(CC(C5)C3)C4)cc2)ncn1 | 2.5 | 0.0 | 30.4 | 11.3 | -3.2 | -1.7 | -2.6 | 0.7 | 0.2 |
